Screens: PubChem BioAssay, several laboratories
GPR55 activation = GPR55 agonists via beta-arrestin recruitment, primary screen, imaging, U2OS cells, beta-arrestin-GFP redistribution (AID 1961); 0.048% of 290,000 active; U2OS GPR55 beta-arrestin-GFP redistribution imaging; higher % means a stronger effect; activation, % at 10 µM, or EC50 in µM where a hit was titrated;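 active = activation above 40% with more than 50 cells counted in the well; inconclusive = wells holding fewer than 50 cells, flagged as toxic or sparse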;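 also: U2OS osteosarcoma cells stably expressing GPR55 and beta-arrestin-GFP; plate controls were DMSO negative control for no effect and LPI positive control for full effect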
KOR beta-arrestin-1 = kappa opioid receptor activators – cell-based, luminescence, uHTS, primary screen (AID 1777); KOR beta-arrestin recruitment, luminescence; higher % means a stronger effect; activation, % at 10 µM; hits with a dose series show EC50 in µM; 0.02% of 280,000 active; in the data active = activation above about 50%, passing the limit was not always enough; also: a part of the inactive calls stands beside numbers as strong as those of hits
NOD2 inhibition = inhibition of NOD2-driven NF-kB reporter – cell-based, luminescence, uHTS, HEK293 (AID 1566) | HEK293 NOD2/NF-kB luciferase reporter, luminescence; higher % means a stronger effect | inhibition, % at 4 µM; hits with a dose series show EC50 in µM | 0.63% of 290,000 active; also: many of its hits are not listed in these tables
Rac1 GTP hydrolysis = MgcRacGAP GTPase-activating activity inhibitors, confirmation, biochemical, ADP Hunter fluorescence; inhibition, % at 30 µM; hits with a dose series show IC50 in µM; MgcRacGAP-stimulated Rac1 GTP hydrolysis, ADP Hunter fluorescence; higher % means a stronger effect; GST-tagged Rac1 F28L mutant substrate; AID 624330; 0.6% of 340,000 active;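 active = first-screen hits whose inhibition reached a set limit at any dose in the follow-up dose series; inconclusive = inhibition above the set first-screen limit but never retested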;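 also: fluorescence reports GDP produced by GAP-driven GTP hydrolysis; strong numbers were not always called active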
NOD1 NF-kB reporter = NOD1 signaling inhibitors, primary screen, cell-based, luminescence, uHTS (AID 1578); 1% of 290,000 active; inhibition, % at 4 µM; hits with a dose series show EC50 in µM; NOD1-driven NF-kB luciferase reporter cells, luminescence; higher % means a stronger effect; in the data active = inhibition mostly above about 36%, no sharp cut-off; inactive = mostly below about 34%;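 also: HEK-293T reporter cells stimulated with the NOD1 agonist gamma-tri-DAP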
SV40 large T antigen = TAg ATPase/helicase activity blockers – biochemical (AID 1903); SV40 large T antigen ATPase/helicase inhibition assay; higher % means a stronger effect; inhibition, % at 20 µM; hits with a dose series show IC50 in µM; 0.39% of 310,000 active; in the data active = a potency from the dose series; inconclusive = inhibition mostly from about 32% at the one dose, without a potency; inactive = the rest, 99 in 100 with inhibition below about 32%; also: strong numbers were not always called active
GPR55 antagonists = GPR55 antagonists blocking LPI-driven arrestin recruitment, primary screen, imaging, U2OS, beta-arrestin-GFP, LPI agonist (AID 2013). 0.13% of 290,000 active. U2OS GPR55 beta-arrestin-GFP translocation imaging, LPI antagonism; higher % means a stronger effect. one-dose inhibition, % at 10 µM; IC50 in µM for titrated hits;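 active = spots per cell inhibited over 60%, with over 100 cells counted and total cytoplasm intensity under 500,000; inconclusive = wells with under 100 cells, flagged as likely toxic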;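 also: U2OS cells stably carrying GPR55 and arrestin-GFP stimulated by 5 µM LPI near EC80; imaged beta-arrestin-GFP aggregate spots per cell after agonist stimulation; plate controls were LPI-stimulated DMSO wells for no effect and DMSO wells without LPI for full effect; some results filed as inactive read as strong as hits; confirmed hits need IC50 under 10 µM and bright autofluorescent wells are also inconclusive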
HIV peptide binding = cell-free HIV fusion peptide-binding blockers – biochemical, uHTS, fluorescence dequenching, primary screen (AID 1986); inhibition, % at 20 µM, or IC50 in µM where a hit was titrated; cell-free peptide binding, fluorescence dequenching, 30 min; higher % means a stronger effect; 0.3% of 290,000 active; in the data active = inhibition mostly above about 52%, no sharp cut-off; inactive = mostly below about 76%; also: some results filed as inactive read as strong as hits
KOR beta-arrestin-2 = KOR antagonists, beta-arrestin recruitment, cell-based, luminescence, uHTS (AID 1778) | one-dose inhibition, % at 10 µM; IC50 in µM for titrated hits | KOR beta-arrestin recruitment, luminescence, antagonist mode; higher % means a stronger effect | 0.091% of 290,000 active; also: strong numbers were not always called active
* = called active by the depositor; u = inconclusive; x = no result given; [ ] = remark or other dose. Rule as the data show it, unless noted: active = inhibition above about 50%; inactive = the rest. Not all compounds are listed (hit frequency here may not be typical).

Values in the order – NOD1 NF-kB reporter, NOD2 inhibition, HIV peptide binding, GPR55 antagonists, Rac1 GTP hydrolysis, KOR beta-arrestin-2, SV40 large T antigen, KOR beta-arrestin-1, GPR55 activation
- C=CCOc1c(Br)cc(/C=C2\SC(=Nc3ccccc3)NC2=O)cc1OC
→ -30%, -16%, 2.7%, -20%, 3%, -19%, 11%, -0.8%, -0.2%
- CCc1ccc(C2=NN(CCC(=O)NC3CCCCCC3)C(=O)CC2)cc1
→ -5%, 15%, -1.2%, -3%, 10%, 18%, 6%, -2.3%, -0.1%
- CCc1cc2c(NC(Cc3ccccc3)C(=O)O)ncnc2s1 (configuration not stated)
→ -28%, -4%, 4.4%, 0%, 6%, -42%[20 µM], 10%, 5.7%, -0.1%
- CCc1ccc(CN2CCCC(CNC(=O)c3cc(OC)cc(OC)c3)C2)cc1 (configuration not stated)
→ -20%, -16%, 1.9%, 6%, 9%, -4%, 9%, -0.6%, -0.1%
- Cc1cccc(C)c1OCCN1C(=O)NC(C)(c2ccccc2)C1=O (configuration not stated)
→ -8%, 24%, 0.9%, 5%, -4%, -18%, -2%, 8.3%, 1.0%
- CC(C)(C)C(=O)NNC(=O)CCCOc1ccc(Cl)cc1Cl
→ -11%, 3%, -0.1%, -15%, 9%, -1%, -2%, -2.5%, -0.1%
- COc1ccccc1-n1c(C)nnc1SCC(=O)Nc1cccc(C(C)=O)c1
→ -6%, 0%, 3.3%, 11%, 4%, -7%, 14%, 2.6%, -0.3%
- Cc1ccc(CNC(=O)Cn2cccc2C(=O)c2ccccc2C)cc1
→ -34%, -21%, 5.6%, -4%, 7%, -22%, 0%, -2.6%, -0.6%
- Cc1cccc(C)c1NC(=O)c1c(O)c2ccccc2[nH]c1=O
→ -32%, 2%, 1.7%, -3%, 5%, -26%, 8%, -0.1%, -0.2%
- O=c1cc(CN2CCN(c3cccc(Cl)c3)CC2)c2cc3c(cc2o1)CCCC3
→ 0%, -2%, 3.3%, -1%, 11%, 0%, 21%, 8.2%, -0.1%
- NC(=O)c1cc(C(=O)c2cccc(Cl)c2Cl)c[nH]1
→ -5%, 26%, 0.6%, 13%, 4%, -6%[20 µM], 11%, -4.2%, -0.1%
- CCCCN(C(=S)Nc1ccccc1)C1CCS(=O)(=O)C1 (configuration not stated)
→ 6%, 10%, -2.0%, 7%, 9%, 3%, 3%, -0.2%, -0.1%
- CCn1c(-c2cc(C3CC3)nc3ccccc23)n[nH]c1=S
→ -5%, 11%, 2.9%, 2%, 10%, 7%, 6%, 4.2%, -0.2%
- CC(=O)Nc1ccc(OC(=O)c2cc3ccccc3oc2=O)cc1
→ -2%, -7%, -1.3%, 0%, 23µM*, 19%, 25%, -0.3%, -0.4%
- O=C(O)CSc1ncccn1
→ -50%, 2%, 0.4%, 10%, 10%, -2%, 12%, -0.3%, 1.2%
- CC(CS(=O)(=O)c1ccc2c(c1)NC(=O)CS2)C(=O)NCc1ccccc1Cl (configuration not stated)
→ 1%, 19%, 9.4%, -10%, 6%, -22%, 11%, 4.1%, -0.2%
- COC(=O)c1nnn(-c2nonc2N)c1CN1CCc2ccccc21
→ 5%, 15%, 0.7%, 1%, 2%, 13%, 14%, 0.7%, -0.1%
- O=C(c1cc2c(s1)-c1ccccc1OC2)N1CCc2ccccc2C1
→ -34%, 12%, 0.9%, 3%, 9%, -33%, 2%, 4.4%, -0.3%
- COc1ccc(CSC2=CS(=O)(=O)c3ccccc3N2)cc1
→ -26%, 3%, -0.1%, -4%, 4%, -8%, 24%, -0.9%, 0.4%
- CC1(C)C(=O)OC(C(=O)c2ccc(C(C)(C)C)cc2)C(C)(C)C1=O (configuration not stated)
→ 14%, 21%, -0.9%, -4%, 8%, 4%, 15%, -1.9%, -0.1%
- Cc1csc(NC(=O)C2CCN(C(=O)CSc3nnc(C)n3Cc3ccccc3)CC2)n1
→ -13%, -17%, 0.9%, 6%, 8%, 11%, 1%, 0.7%, 0.0%
- Cc1cc(C(=O)COc2ccccc2[N+](=O)[O-])c(C)n1-c1cccc(S(=O)(=O)N2CCOCC2)c1
→ 64%, 12%, 4.1%, 4%, 5%, -13%, 6%, 9.1%, 0.6%
- COc1cc(OC)c(NS(=O)(=O)c2cc3[nH]c(=O)c(=O)[nH]c3cc2C)cc1Cl
→ -10%, 17%, -1.4%, 21%, 15%, -28%, 12%, 0.0%, 0.1%
- Cn1nnnc1SCC(=O)Nc1ccc(Cl)cn1
→ -35%, -4%, -2.1%, 1%, 5%, 13%, 2%, -0.3%, 0.0%
- CCCN1CCC2(CC1)NC(C(=O)O)Cc1c2[nH]c2ccccc12 (configuration not stated)
→ 9%, -29%, -3.4%, 6%, 9%, 43%, -3%, 8.5%, 0.0%
- CC(C)N(CC#CCC(O)(c1ccccc1)c1ccccc1)C(C)C
→ -27%, 10%, 1.5%, 6%, 4%, 2%, 9%, 7.8%, 0.6%
- Cc1ccc(-n2cc(S(=O)(=O)c3ccc(C)cc3)[nH]c2=O)cc1
→ -28%, 7%, 0.9%, -2%, -3%, -11%, 10%, 0.4%, -0.1%
- Nc1ccc2oc(-c3cccc4ccccc34)nc2c1
→ -47%, -12%, 0.9%, 21%, 9%, -12%, -2%, 1.2%, -0.1%
- Cc1ccc(/C=N/n2c(C)cc(C)c(C#N)c2=O)o1
→ -6%, 19%, -3.9%, 8%, 12%, 0%, 1%, 1.6%, 0.0%
- CCOC(=O)[C@@H]1[C@H]2COc3ccccc3[C@H]2N2C(=O)N(c3ccc(C)cc3)C(=O)[C@]12C
→ -25%, -4%, 1.9%, 5%, 2%, -20%[20 µM], 13%, -6.8%, 0.0%
- NS(=O)(=O)c1ccc(CNC(=O)C(c2ccccc2)c2ccccc2)cc1
→ -7%, -4%, -0.8%, x, -8%, 30%, 9%, -1.6%, 0.0%
- COc1ccccc1NS(=O)(=O)c1cc(NC(=O)c2ccc3c(c2)OCCO3)ccc1C
→ -7%, 9%, -2.0%, -4%, -9%, -24%, -11%, 9.2%, -0.2%
- CN(C)c1nc(SCc2ccccc2Cl)nc2c1CCCC2
→ -37%, 4%, 0.8%, 14%, 11%, 5%, 5%, -1.4%, 0.3%
- Cc1cc(=O)oc(C)c1C(=O)N1CCc2c([nH]c3ccccc23)C1C(C)C (configuration not stated)
→ 5%, 6%, -0.2%, -2%, 0%, 27%, -1%, -4.1%, -0.2%
- CCOCCCNC(=O)CCNS(=O)(=O)c1ccc(C)cc1
→ -15%, 13%, 1.4%, -8%, 1%, 14%, 6%, -3.3%, -0.1%
- CCN1C(=O)CC(NCc2ccc3c(c2)OCO3)C1=O (configuration not stated)
→ -8%, 7%, 0.5%, 9%, 23%, -6%, 9%, -1.9%, -0.1%
- O=C(CCc1ccccc1)NNC(=O)c1ccco1
→ 19%, 19%, -3.2%, 9%, 3%, -19%, 1%, 9.0%, -0.1%
- Cc1cccnc1NC(=O)Nc1cccc2ccccc12
→ -20%, -1%, -2.0%, -5%, 11%, -51%, 8%, -4.2%, 0.3%
- CC(=O)Nc1ccc(NC(=O)CN2CCN(c3cccc(C(F)(F)F)c3)CC2)cc1
→ -11%, -12%, -1.6%, -1%, 0%, -5%, 6%, x, 0.2%
- Cc1cccc(N2CCN(C(=O)CCS(=O)(=O)c3ccc4c(c3)NC(=O)C(C)S4)CC2)c1C (configuration not stated)
→ 24%, 49%, 1.6%, 2%, 0%, -39%, -6%, 7.5%, -0.4%
- CCOc1ccc(NC(=O)c2ccc(NC(=O)Cc3n[nH]c(=O)c4ccccc34)cc2)cc1
→ 3%, -5%, -0.3%, -3%, 15%, 9%, 12%, 1.0%, -0.1%
- N#C/C(=C\c1ccc(O)c(O)c1)C(=O)Nc1cccc2ncccc12
→ -6%, 8%, 33%, 3%, u, 27%, 28µM*, -0.4%, -0.1%
- CCOC(=O)NCc1ccc2c(c1)OCO2
→ -2%, -1%, -1.1%, 5%, 6%, 11%, -2%, 24%, 0.2%
- Cn1c(/N=C/c2ccccc2[N+](=O)[O-])nc2ccccc21
→ -16%, 8%, -0.9%, -5%, 3%, -28%[20 µM], 18%, -5.0%, -0.3%
- Cc1c(O)cc2n(c1=O)-c1ccccc1C2(C)C
→ -36%, 6%, -3.3%, -2%, 1%, -15%, 8%, -2.8%, -0.3%
- N#C/C(=C\c1cc(Cl)cc(Cl)c1O)C(=O)NC1CCCCC1
→ x, 6%, -2.2%, 4%, 8%, -44%, 7%, 4.9%, -0.1%
- O=C(Nc1ccccc1C(F)(F)F)c1cc2ncc(CCCl)cn2n1
→ -17%, 11%, -2.1%, -2%, 2%, -12%, 3%, 2.3%, 0.1%
- COc1cc2c(cc1OC)C(c1ccc3c(c1)OCO3)CC(=O)N2 (configuration not stated)
→ 2%, 12%, -5.5%, 7%, 12%, 11%, 12%, -8.2%, 0.0%
- Cc1cc2c(cc1S(=O)(=O)N(C)C1CCCCC1)OCC(=O)N2
→ -30%, 0%, -0.9%, 6%, 6%, 3%[20 µM], 1%, -1.2%, 0.0%
- CCC(C)N=CC1=C(O)C(C(=O)OC)C(C)(C)CC1=O (configuration not stated)
→ -5%, 2%, -1.4%, -1%, 0%, -35%, 2%, 4.8%, -0.1%
- Cc1c(NC(=S)N/N=C/c2cc([N+](=O)[O-])ccc2O)c(=O)n(-c2ccccc2)n1C
→ -5%, 14%, 22%, 0%, 2%, -37%, 23%, -1.9%, -0.2%
- O=C(NCC1CCCO1)c1onc(CSc2ccccc2)c1C(=O)O (configuration not stated)
→ -1%, -5%, 2.0%, -3%, 11%, -44%, 3%, 1.8%, -0.1%
- O=C(Nc1ccccn1)c1cc2ccccc2o1
→ 32%, 5%, -1.8%, 3%, 4%, -12%, -8%, -1.0%, 0.3%
- COc1ccccc1C(=O)N1CCN(C(=O)COc2cccc(C)c2)CC1
→ -15%, 3%, 1.3%, 0%, 8%, 34%, 17%, -1.1%, 0.2%
- CCOC(=O)C(Cc1ccccc1)C(=O)Nc1cccc2ccccc12 (configuration not stated)
→ -3%, 23%, -1.1%, 0%, 4%, -31%, 10%, 6.5%, -0.3%
- COc1cc2c(cc1OC)CN(Cc1cc(OC)c3c(c1)OCO3)CC2
→ -13%, 7%, -0.4%, 39%, 22%, 15%, 3%, -1.9%, -0.1%
- COc1ccc(CCN2Cc3c(cccc3[N+](=O)[O-])C2=O)cc1OC
→ -5%, 13%, -1.9%, 2%, 8%, 4%, 5%, -1.8%, -0.1%
- CCN1CCN(C(=O)/C=C/c2ccc([N+](=O)[O-])cc2)CC1
→ 32%, 21%, -2.3%, -6%, 2%, -11%, 13%, 3.5%, -0.2%
- CCN(C(=O)COC(=O)c1c(-c2ccccc2)noc1C)C1CCS(=O)(=O)C1 (configuration not stated)
→ 23%, 16%, -2.9%, 19%, 2%, -35%, 5%, x, 0.2%
- O=S(=O)(NC1CCCCC1)c1ccc(Br)cc1
→ 9%, 15%, -0.9%, 15%, -2%, 22%, 14%, -8.2%, 0.3%
